# High-throughput results (PubChem)
# LMP1 NFkB inh: reduces LMP1-driven NF-kappaB luciferase signal | LMP1-induced NF-kappaB luciferase reporter cells, luminescence | 350,000 tested, 0.69% active | inhibition, % at 12.5 µM; in the data active means inhibition above about 41%;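 further: 0% = neutral control wells and 100% = reference inhibitor control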
# hiPSC survival: hiPSC single-cell survival enhancement; ATPlite luminescence; 100% = ROCK inhibitor wells, 0% = DMSO; survival enhancement, % at 20 µM; 360,000 tested, 0.044% active; AID 602274; in the data active means survival enhancement above about 18%;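 further: cells exposed to compounds for 16 hours before the ATP read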
# Shn3 3UTR inh: reduces Shn3 3'UTR luciferase signal in osteoblasts. Clone20 osteoblast Shn3 3'UTR firefly luciferase, 24 h. inhibition, % at 12.5 µM. 360,000 tested, 0.52% active. AID 588674;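 active means mean inhibition of at least 75% with every replicate also reaching 75%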;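 further: 0% = median of neutral control wells and 100% = pilot-screen positive control compound; some compounds past the cut are filed as inactive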
# MITF TRPM1 inh: inhibitors of MITF-driven TRPM1 promoter in melanoma cells | SK-MEL-5 TRPM1 promoter luciferase, 24 h | inhibition, % at 12.5 µM | 330,000 tested, 0.83% active | AID 488899;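 active means mean inhibition across replicates of 60% or more, whatever share of single replicates reaches that level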; further: values of inactives mirror those of a sister screen read the other way
# NR2E3 ag-1: agonists of human NR2E3 nuclear receptor. inhibition of corepressor binding, % at 3.98 µM. AID 602229. CHO-S Gal4-NCOR/VP16-NR2E3 two-hybrid, luciferase. 360,000 tested, 0.35% active. Q9Y5X4;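 active means inhibition above the mean of all tested compounds plus 3 SD, cut at about 70% in these data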;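 further: 0% = DMSO with NR2E3 transfected cells and 100% = cells lacking NR2E3 construct; higher means lower luciferase signal from less NR2E3 corepressor binding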
# Target sequence (Q9Y5X4 whole entry, looked up, the tested form may be a part): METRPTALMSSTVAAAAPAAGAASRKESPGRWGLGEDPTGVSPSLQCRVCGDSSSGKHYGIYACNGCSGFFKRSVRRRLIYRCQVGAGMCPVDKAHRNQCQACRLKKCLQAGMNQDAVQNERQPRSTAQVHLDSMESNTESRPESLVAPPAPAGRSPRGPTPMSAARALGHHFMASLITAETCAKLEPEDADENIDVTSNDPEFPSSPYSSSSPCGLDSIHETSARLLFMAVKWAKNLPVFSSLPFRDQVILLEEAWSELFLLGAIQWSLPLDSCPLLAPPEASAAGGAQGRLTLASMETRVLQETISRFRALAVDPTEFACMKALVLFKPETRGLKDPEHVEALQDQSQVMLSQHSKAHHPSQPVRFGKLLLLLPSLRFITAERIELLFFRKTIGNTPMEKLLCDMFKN
# TRAIL sens C8: caspase-8 TRAIL sensitization | inhibition (viability loss, TRAIL sensitization), % at 10 µM | AID 624354 | NB7+C8 cells + TRAIL, ATPlite viability luminescence | 360,000 tested, 1% active;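 active means compounds causing at least 50% loss of cell viability in the single-dose screen, relative to plate controls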
# HIF-2a block: blocks HIF-2a reporter activity; 786-0 RCC cells HIF-2a reporter, luciferase luminescence, overnight; 360,000 tested, 0.72% active; inhibition, % at 18.8 µM;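 active means inhibition of the luminescence signal of 40% or more relative to plate controls, in a single-dose primary screen at 18.75 µM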
# Peg3 promoter: inhibitors of Peg3 promoter. HeLa PEG-Prom luciferase reporter, luminescence, overnight. inhibition, % at 20 µM. 360,000 tested, 1.7% active. AID 588405;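 active means inhibition of at least 50% at 20 µM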
# CF NFkB block: blocks PAF-induced NF-kB reporter in cystic fibrosis cells | KKLEB NF-kB-GFP reporter, GFP fluorescence overnight | inhibition, % at 5 µM | 360,000 tested, 0.86% active | AID 588850;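 active means at least 50% inhibition at 5 µM, scaled per plate between neutral and stimulator controls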;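 further: PAF is a Pseudomonas aeruginosa culture filtrate used as stimulus; plate controls were PAF-stimulated DMSO wells for no effect and unstimulated DMSO wells for full effect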
# NR2E3 ag-2: NR2E3 (human) agonism; Q9Y5X4; AID 2300; 320,000 tested, 0.12% active; GST-NR2E3/biotin-RetCOR TR-FRET, 1536-well; inhibition of corepressor binding, % at 4.78 µM;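 active means percent inhibition above the cutoff of mean plus 3 SD of all tested compounds, set per screening campaign, cut at about 20% in these data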;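 further: 0% = DMSO wells and 100% = biotin wells as full block of FRET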
#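 Format: 1536-well format; test system: GST-NR2E3 and biotin-RetCOR proteins; read-out basis: percent inhibition of TR-FRET ratio; timing: 5 h incubation at 4 °C; detection: time-resolved FRET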
# KKLEB tox: CF airway cell cytotoxicity counter-screen; 360,000 tested, 0.36% active; AID 602141; activity change (cytotoxicity), % at 5 µM; KKLEB CF airway cells viability, ATPlite luminescence, overnight; hits give low values; cells stimulated with P. aeruginosa culture filtrate;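 active means corrected activity change at or below -50% at 5 µM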
# Numbers without * were called inactive; nt = no result given. An excerpt, so the mix of outcomes need not match the whole.
# The line under a structure holds: LMP1 NFkB inh	hiPSC survival	Shn3 3UTR inh	MITF TRPM1 inh	NR2E3 ag-1	TRAIL sens C8	HIF-2a block	Peg3 promoter	CF NFkB block	NR2E3 ag-2	KKLEB tox
1) Cc1cccc(C)c1NC(=O)CNC(=O)C(NC(=O)c1ccc(C(C)(C)C)cc1)C(C)C (stereo not given)
 : 5.8	2.2	-7.3	-0.2	-8.8	-12.8	5.5	11.5	-16.1	1.2	6.5
2) CC(C)(C)c1cc(P(=O)(c2ccccc2)c2ccccc2)ccc1O
 : -6.0	0.5	11.2	-7.7	4.6	2.8	7.4	3.8	-3.3	-0.4	-13.9
3) Cn1cc(CCC(=O)N2CCCC(N3CCN(c4ccccc4F)CC3)C2)cn1 (stereo not given)
 : -0.6	6.0	1.2	-3.0	2.0	-7.5	-12.7	-6.4	13.9	-0.7	8.2
4) O=C(Nc1ccc(S(=O)(=O)Nc2cnc3ccccc3n2)cc1)c1ccc([N+](=O)[O-])cc1Cl
 : 6.3	0.3	12.3	7.7	1.1	4.2	6.1	16.1	-54.1	3.6	4.5
5) COc1ccccc1CNCC(O)Cn1c2ccccc2c2ccccc21 (stereo not given)
 : -16.9	-4.2	28.2	83.6*	21.6	2.0	23.3	110.8*	25.2	-1.0	-17.6
6) COc1ccc2c(c1)CSC(c1ccccc1)C2=O (stereo not given)
 : -22.4	-2.5	-11.3	nt	-26.6	0.1	-184.4	-163.6	-77.6	nt	9.7
7) COc1ccc(OC)c(S(=O)(=O)Nc2ccccc2F)c1
 : -4.4	-0.2	-2.4	-8.9	-12.6	-3.5	7.8	3.8	1.1	0.1	8.7
8) CCC(c1c(C)[nH]oc1=O)c1c(C)[nH]oc1=O
 : -14.6	-1.3	1.6	-3.8	-11.5	-6.1	19.0	11.8	11.1	2.0	-1.4
9) CCC(Sc1ccc2nnc(-c3ccc(OC)c(OC)c3)n2n1)C(=O)O (stereo not given)
 : 12.3	5.8	10.7	4.9	6.7	-6.4	5.8	6.4	-8.4	0.0	2.2
10) CC1CC(NS(=O)(=O)c2cccs2)CC(C)(C)C1 (stereo not given)
 : 0.3	-1.7	-1.0	-6.9	-19.4	-1.1	11.2	18.4	12.9	-0.1	1.7
11) O=C(CNC(=O)c1ccc(Br)cc1)NCc1cccnc1
 : 15.0	0.4	9.1	18.3	-2.1	-16.6	9.4	5.2	-11.0	1.1	-2.3
12) CC1(C)Cc2c(cnn2-c2ccc(F)cc2)C(NC(=O)CCn2cncn2)C1 (stereo not given)
 : -5.7	-0.4	-30.4	-3.4	-50.4	-1.1	-78.4	-55.4	12.5	-2.6	-1.7
13) CCCc1ccc(NS(=O)(=O)c2c(C)oc(C)c2C(=O)OC)cc1
 : 1.2	-0.7	11.4	-4.6	-8.7	12.0	4.7	5.8	-4.2	2.5	-9.6
14) Cc1cccc(C)c1OCCN1CCOCC1
 : -1.2	0.3	10.0	3.1	2.9	-14.9	3.4	4.0	-3.7	5.1	-0.7
15) CN1/C(=C/C2CC(=O)NC2=O)C(C)(C)c2ccccc21 (stereo not given)
 : 6.1	-2.5	29.5	-0.8	-13.3	-13.2	-1.2	20.3	-4.9	1.8	4.5
16) CCS(=O)(=O)N1CCN(c2ccc(C(=O)N3CCOCC3)cc2[N+](=O)[O-])CC1
 : -0.1	0.0	2.5	-5.5	-13.9	-7.5	11.2	-1.8	-14.9	1.8	-2.1
17) COc1ccc(Br)cc1/C=N/n1c(COc2ccccc2)n[nH]c1=S
 : nt	0.7	3.1	-21.7	-13.6	8.6	9.6	16.7	12.5	7.5	9.4
18) CCN(CC)CCOCCn1c(C)ccc1C
 : 3.6	0.8	0.8	-4.6	2.1	-2.9	4.8	0.3	-10.7	nt	5.3
19) CCOc1cc(C(=O)Nc2cc(=O)n(C)c(=O)n2C)cc(OCC)c1OCC
 : -1.6	-2.3	8.9	-4.5	6.6	8.0	22.6	0.1	6.0	-0.4	-6.4
20) Cc1cnccc1CN(C)Cc1cn(C)nc1-c1ccc(Oc2ccccc2)cc1
 : 9.6	-1.7	14.1	2.0	-2.9	-4.3	2.9	15.8	4.2	-0.5	2.2
21) CCOc1cccnc1Sc1ccccc1
 : -7.7	0.0	7.9	-1.1	-19.0	-13.8	-7.1	-7.6	-2.1	4.5	-3.4
22) COc1ccc(Cl)cc1C(=O)NCc1cnn(C)c1C
 : 5.6	8.3	4.8	-13.4	-13.9	18.9	22.4	6.9	-19.3	3.3	2.8
23) O=C(COC(=O)c1c2c(nc3ccccc13)/C(=C\c1cccs1)CCC2)Nc1ccccc1Cl
 : -34.1	-0.7	25.6	1.4	-12.2	10.6	17.5	26.4	16.0	-0.3	-12.5
24) Cc1ccc(-c2nnn(CC(=O)N(CC(=O)NC3CCCCC3)c3ccc(F)c(Cl)c3)n2)o1
 : -5.9	-0.6	44.2	22.2	-23.2	0.1	5.4	-16.4	-2.5	-0.5	0.4
25) Cc1c(NS(=O)(=O)c2ccc3[nH]c(=O)[nH]c3c2)c(=O)n(-c2ccccc2)n1C
 : 0.5	-1.8	-4.4	1.4	-3.5	-16.1	-0.3	-9.0	1.8	1.6	-3.5
26) COC(=O)c1oc2c(c1C)C(=O)CC(C)(C)C2
 : 4.8	0.1	2.5	3.6	3.5	0.6	19.4	1.9	3.1	1.9	-6.1
27) Cc1cccc(CNc2ncc(-c3cccc([N+](=O)[O-])c3)n2C)c1
 : -1.0	0.8	2.0	-6.6	-0.7	0.6	-5.3	11.9	3.5	-4.0	3.0
28) COC(=O)c1cc(NC(=O)CN2CCN(C(C)=O)CC2)cc(C(=O)OC)c1
 : -24.5	-1.1	-2.9	-6.2	-9.9	-3.0	11.8	6.9	4.6	0.7	-6.9
29) CN1CCN(c2nc3c(c(=O)n(C)c(=O)n3C)n2Cc2cccc(Br)c2)CC1
 : 0.2	1.9	-1.3	3.2	3.9	-13.1	15.9	13.6	-2.5	1.4	7.2
30) COc1ccc(Cl)cc1C(=O)OCC(=O)N(CC(C)C)c1c(N)n(Cc2ccccc2)c(=O)[nH]c1=O
 : -1.9	-0.5	-2.6	9.3	24.8	-1.1	18.6	9.1	-8.8	1.1	-15.5
31) CC(C)(C)NC(=S)NCc1ccc2c(c1)OCO2
 : -8.7	3.7	-4.7	2.8	12.9	-3.2	-9.4	-18.9	0.1	-2.9	-7.1
32) Cc1ccc(-n2c(SCc3nc4ccccc4[nH]3)nnc2-c2ccncc2)cc1
 : 2.3	1.0	5.6	12.5	14.3	-10.3	15.1	14.7	11.6	2.1	-4.7
33) CCNC(=O)NC1(C(=O)N2CCC(Cc3ccccc3)CC2)CCCCC1
 : 15.7	-0.4	-17.6	14.0	-5.5	-11.5	14.4	-3.2	3.3	nt	11.7
34) CC1(C)[C@@H](O)CC[C@]2(C)C3C(O)C=C4[C@H]5C[C@@](C)(CO)CC[C@]5(C)CC[C@]4(C)[C@]3(C)CC[C@@H]12 (stereo not given in full)
 : 1.7	-1.4	-15.8	-3.7	-33.2	-5.9	6.2	-14.5	-7.7	-1.6	1.0
35) Cc1ccc(OCCC(=O)OCC(=O)Nc2ccccc2)cc1
 : -1.2	-0.3	-3.4	8.0	8.9	-2.7	5.8	-0.1	-1.4	0.3	4.1
36) COc1ccc(S(=O)(=O)N2CCSC2c2ccccc2)cc1 (stereo not given)
 : -4.6	-1.2	-17.7	9.2	-8.2	-5.8	13.2	36.6	11.2	1.8	-12.7
37) CCCCN1CC(N(C)CCN(C)C)CS1(=O)=O (stereo not given)
 : nt	-1.0	9.7	nt	11.1	2.4	8.9	-4.7	13.5	nt	2.6
38) COc1ccc(C2NC(=O)NC(C)=C2C(=O)OC2CCCCC2)cc1OC (stereo not given)
 : 1.9	-0.6	22.0	-2.0	-21.8	-0.3	18.2	15.5	12.3	-1.3	-11.9
39) COc1ccc(-n2c(C)n[nH]c2=O)cc1
 : 1.2	2.2	-9.1	2.9	-37.8	17.6	12.0	0.3	-3.2	-3.7	2.7
40) Cc1cc(-c2cccnc2)c(C#N)c(SCc2cccc(F)c2)n1
 : 2.7	3.4	13.1	2.5	4.1	-1.8	14.4	11.7	54.4*	1.6	-61.8*
41) COc1ccc2nc(SCC(=O)Nc3nonc3C)[nH]c2c1
 : -7.8	-1.0	-23.9	-7.4	-17.9	-0.7	14.1	4.9	11.7	1.2	-2.1
42) C=CCN1C=CC=C/C1=C1\SC(=S)N(C)C1=O
 : -3.8	1.0	8.2	-1.9	-4.4	-15.5	9.5	9.2	4.4	-1.8	-9.8
43) CCCC(=O)Nc1ccc(C(=O)NCC(=O)OCC)cc1
 : 3.7	-3.3	-0.2	-2.2	-16.1	14.8	-32.0	1.5	-1.8	0.8	8.0
44) Oc1ccccc1N1CCN(CC(O)COC2CCCc3ccccc32)CC1 (stereo not given)
 : 4.4	-0.2	-1.3	7.6	11.1	-11.8	12.3	-6.3	-6.6	1.4	-0.3
45) Cc1ccccc1NC(=O)CCS(=O)(=O)c1ccc(Br)s1
 : -5.4	0.3	3.8	-3.9	-22.2	5.4	19.5	9.0	1.1	0.7	11.1
46) COC(=O)c1cc2ccccc2n1S(=O)(=O)c1ccccc1
 : -19.6	0.1	6.2	0.4	-30.1	1.1	7.4	12.3	-4.6	-0.4	-1.8
47) COc1cccc(C(C(=O)NC2CCCC2)N(CCC(C)C)C(=O)CCC(=O)Nc2cc(C)on2)c1 (stereo not given)
 : 1.0	-0.6	8.0	10.6	-21.1	11.7	17.2	24.8	-7.7	5.8	9.4
48) Cc1nnc(SCc2ccc(F)cc2)n1NC/C=C/c1ccccc1
 : 5.0	2.5	28.1	-6.8	2.5	-15.9	30.7	16.7	12.9	-0.1	-8.9
49) COc1cccc(-c2nc(CS(=O)(=O)CC(=O)NCCCN3CCN(C)CC3)c(C)o2)c1
 : -1.9	0.4	-21.0	-2.0	-9.6	-11.3	-5.2	3.9	-16.9	-1.9	1.5
50) COC(=O)CSc1nc(-c2cccs2)ccc1C#N
 : -61.6	-3.2	-56.8	-72.2	-141.7	48.7	-477.4	-327.2	-33.4	0.3	13.2
51) CCOC(=O)COc1ccc2c(c1)C(=O)CC1(CCCCC1)O2
 : 0.5	-2.3	-3.4	7.4	30.0	-12.1	20.0	-5.6	-2.6	-1.1	6.3
52) Cc1cccc(NS(=O)(=O)c2cccc(C(=O)N3CCN(C/C=C/c4ccccc4)CC3)c2)c1
 : 0.4	-0.3	30.1	10.2	19.7	1.8	15.1	11.9	4.1	3.4	2.8
